Screening data: PubChem, National Center for Advancing Translational Sciences (NCATS)
Nrf2 ARE act – Nrf2 pathway activation; hit rate 0.31% among 410,000; Potency, µM (titrated, usually from 46.1 µM), inactives show at the top dose activation, most hits filed as activators; AREc32 ARE-luciferase reporter (MCF7-derived line), luminescence, 24 h; AID 624171; note: potency is the fitted concentration of half-maximal effect; % of control where 0% means no effect; nearly all actives have a fitted effect of over 65% in size
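For detection, Steady-Glo was added and plates sat 30 min at RT; before that, AREc32_Fluc cells grown overnight in OPTI-MEM/5% FBS had been treated with 23 nL compound for 24 hr at 37 deg C.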
Nrf2 inh – Nrf2 pathway inhibition. A549 ARE-Fluc reporter, luciferase luminescence, 18-24 h. Potency, µM (titrated, usually from 46 µM), for the others: at the highest dose activity change, negative = inhibition, usual class: inhibitors. hit rate 2.1% among 360,000; note: potency is the fitted concentration of half-maximal effect; % is set by controls: 0 for no effect and ±100 for the full control effect; nearly all actives have a fitted effect of over 60% in size
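In this cell-based qHTS, ARE-driven firefly luciferase in A549 cells reports Nrf2 activity; the luminescent signal after BugLite lysis is the measured value, with a prior CellTiter-Fluor read for cell health.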
CCT chaperon mod – changes cytosolic chaperonin activity. purified chaperonin ATPase assay, HTRF ADP detection, 30 min. activity change, % (concentration not given with the values), hits read low. hit rate 0.3% among 360,000. AID 651819; in the data active = activity change below about -30%; note: % is set by controls: 0 for no effect and ±100 for the full control effect
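Nucleotide hydrolysis assay: TRiC at 20–40 nM final (set by batch activity) with 10 uM ATP, 30 min at 37 °C, in presence of 76 uM compound. Detection by competitive ADP HTRF, 30 min ambient.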
S2 tox – cell viability loss in ATXN counter-screen; hit rate 0.49% among 400,000; Potency, µM (doses to about 56.7 µM), most hits filed as cytotoxic; AID 651635; S2 cells (HEK-293 line with an ATXN2-luciferase reporter) viability, CellTiter-Fluor protease fluorescence, 24 h; note: potency is the fitted concentration of half-maximal effect; nearly all actives have a fitted effect of over 40% in size
A549 tox – kills or reduces viability of A549 cells in Nrf2 counter-screen | A549 ARE-Fluc cells, CellTiter-Fluor viability, 18-24 h | Potency, µM (top dose mostly 46 µM), for the others: at the highest dose activity change, negative = cytotoxicity, hits mostly inhibitors | hit rate 0.16% among 390,000 | AID 504648; note: potency is the fitted concentration of half-maximal effect; % is set by controls: 0 for no effect and ±100 for the full control effect
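A549 ARE_Fluc cells in 5% FBS OPTI-MEM were exposed to compounds in concentration-response for 18-24 h at 37 deg C. Viability was read by CellTiter-Fluor fluorescence (Ex 405/Em 525) after 30 min, before the luciferase read.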
TGFb inhibitor – TGF-b pathway inhibition. HepG2 CAGA-GFP TGF-b/SMAD3 reporter, GFP fluorescence, 18 h; TGF-beta stimulated, 500 pg/mL final. Potency, µM (titrated, usually from 46.1 µM), inactives show at the highest dose activity, negative = inhibition, hits mostly inhibitors. hit rate 1.2% among 410,000. AID 588855; note: potency is the fitted concentration of half-maximal effect; % is set by controls: 0 for no effect and ±100 for the full control effect; nearly all actives have a fitted effect of over 65% in size
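Smad-responsive CAGA-GFP expression was quantified in HEPG2 cells exposed to compounds and 500 pg/mL final TGF-beta for 18 h at 37 degrees C; unstimulated wells defined full inhibition.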
HepG2 viability – counter-screen for TGF-b inhibitors: cytotoxicity in HepG2 cells; hit rate 0.76% among 410,000; Potency, µM (series often up to 46.1 µM), without a hit: top-dose activity change, negative = cytotoxicity, most hits filed as cytotoxic; HepG2 CAGA-GFP viability, ATP luminescence, 18 h; note: potency is the fitted concentration of half-maximal effect; some results filed as inactive show a strong effect at the top dose
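CellTiter-Glo luminescence gave cytotoxicity after 18 hours at 37 degrees C. The cells were HepG2 CAGA-GFP in 1% FBS DMEM, stimulated with 500 pg/mL TGF-beta after compound addition. %Activity was normalised to no-cell wells (complete cell-killing) and DMSO (no toxicity), and curves were fitted and classified.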
MmCpn inh – M. maripaludis TRiC chaperonin inhibition. Potency, µM (series often up to 76.9 µM), without a hit: at the top dose activity, negative = inhibition, most hits filed as inhibitors. purified Mm-Cpn ATPase, ADP Transcreener TR-FRET. AID 504842. hit rate 0.031% among 330,000; note: potency is the fitted concentration of half-maximal effect; % is set by controls: 0 for no effect and ±100 for the full control effect; nearly all actives have a fitted effect of over 80% in size
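Purified archaeal Mm-CPN (25nM final) preincubated 10 min at 37degC with compound, then 10uM ATP for 30 min at 37degC; ADP measured by HTRF Transcreener TR-FRET; buffer 30 mM TRIS pH 7.4, 100mM KCl, 5mM MgCl2, 1mM DTT.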
Akt phos inh – blocks phosphorylation of Akt; hit rate 0.32% among 360,000; Neuro2A IGF-stimulated pAkt S473 HTRF, 20 min; active compounds read low; activity change, % for hits at 50 µM; AID 651550; in the data active = activity change below about -80%; inconclusive = mostly about -51% to -80%; note: % is set by controls: 0 for no effect and ±100 for the full control effect
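Single-point screen (50 µM final compound) in Neuro2A cells stimulated 20 min with 6 nM IGF at 37 deg C. After lysis, Ser473-phosphorylated Akt read by HTRF (ex 330 nm, em 615/665 nm) as the 665/615 ratio.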
An asterisk follows results filed as active; i = inactive; ? = inconclusive; nt = not tested or not shown; [ ] = remark or other dose. Unless noted, calls come from the whole dose curve; as a rule, active = well fitted curve in the direction sought with a large enough effect; inconclusive = small, poorly fitted or top-dose-only effect, or another doubt; inactive = no such curve, though single readings can be large; an effect the other way counts as inactive or inconclusive.

SMILES | Nrf2 ARE act | Nrf2 inh | CCT chaperon mod | S2 tox | A549 tox | TGFb inhibitor | HepG2 viability | MmCpn inh | Akt phos inh
CCc1ccccc1-n1ncc(C(=O)Nc2ccccc2OC)c1C | -0.8% | ? | 1.3 | i | 1.4% | -15.6% | -10.2% | 1.1% | i
COc1cccc(OC)c1OCCOCCn1cnc2ccccc2c1=O | 0.3% | 14.3% | 0.3 | ? | -4.4% | ? | -2.7% | 0.2% | i
Cc1ccc(NC(=O)N2CCCn3c(SCC(=O)c4ccccc4)nnc32)cc1 | -0.3% | 0.3% | -2.0 | i | 13.4% | -12.2% | -10.3% | -12.6% | i
COc1ccc(NC(=O)C(c2ccc(C)cc2)N(C)C(=O)c2cnccn2)cc1 (centres undefined) | -0.3% | 2.9% | -0.4 | i | 14.1% | -1.6% | -0.7% | -1.8% | i
O=C(CCC1CCCCC1)NCCS(=O)(=O)N1CCN(c2ccc(F)cc2)CC1 | -0.4% | ? | -1.2 | i | -7.6% | 7.4% | 2.9% | 0.9% | i
COc1ccc(CSc2nnc(NC(C)=O)s2)cc1[N+](=O)[O-] | 0.3% | -5.5% | -3.3 | i | 4.4% | 1.2% | -23.2% | 2.4% | i
COc1ccc2nc(SCC(=O)Nc3ccccc3C)[nH]c2c1 | 1.5% | nt | -19.0 | i | -11.4% | -9.4% | 0.3% | -0.5% | nt
CC1CCCCN1C(=O)Nc1ccccc1Cl (centres undefined) | -0.7% | 3.4% | 1.0 | i | -6.1% | 9.9% | -3.2% | 0.5% | i
COc1ccc(-c2csc3ncn(-c4cccc(C)c4)c(=O)c23)cc1OC | 2.3% | 23.2% | -2.3 | i | 11.1% | 13.6% | -11.2% | -8.7% | i
CCCCn1nc2cc(C(=O)NCC3CC3)ccc2c1OCC | 0.2% | 28.5% | -0.3 | i | 6.8% | -14.3% | 3.8% | -0.4% | i
CCOC(=O)c1c(C)[nH]sc1=S | 3.0% | -2.5% | -1.0 | i | 0.9% | 15.3% | 17.1% | -30.0% | i
O=C(NCC1CCCO1)C1CCN(S(=O)(=O)c2cccc3nonc23)CC1 (centres undefined) | -0.5% | nt | 0.9 | i | -12.4% | 3.4% | -0.2% | 1.5% | i
Cc1ccc(-n2cnn(-c3ccc([N+](=O)[O-])cc3[N+](=O)[O-])c2=O)cc1 | 5.0% | ? | 0.7 | i | -0.8% | -21.8% | -13.2% | 0.0% | i
COCCNC(=S)N(CCc1c(C)[nH]c2ccc(F)cc12)Cc1cccs1 | -0.1% | -24.7% | -0.3 | ? | -18.3% | ? | -52.3% | -1.4% | i
COc1ccccc1CNC(=O)C1CCN(S(=O)(=O)c2ccc3c(c2)NC(=O)CO3)CC1 | -0.8% | -19.0% | 0.7 | ? | -0.5% | -12.3% | -16.5% | -0.2% | i
CC(C)CC(CO)N1CCN(C(=O)c2ccc(Cl)c(Cl)c2)CCC1=O (centres undefined) | -0.4% | -6.6% | -1.5 | i | -1.3% | -0.5% | 4.0% | nt | i
C=CCNC(C(=O)Nc1cccc(OC)c1)c1ccccc1 (centres undefined) | -0.7% | 6.1% | -3.1 | ? | -8.3% | 4.6% | 0.0% | -2.2% | i
COc1ccc(C2=NOC(C(=O)Nc3ccc(C)cc3)C2)cc1OC (centres undefined) | -0.3% | 10.4% | -1.2 | i | -1.1% | ? | 2.4% | 0.8% | i
CN(C)CCCn1c(NC(=O)C2CCCCC2)nc2ccccc21 | -0.3% | 1.5% | 0.6 | i | -1.3% | 19.7% | -2.2% | -1.4% | i
Cc1ccc(NS(=O)(=O)c2ccccc2)c2c1CC(C)(C)O2 | 0.1% | -32.4% | -0.4 | i | -7.7% | 1.8% | -2.9% | 0.1% | i
Cc1ccc(CC2S/C(=C(/C#N)C(=O)NCc3ccco3)N(c3ccccc3)C2=O)cc1 (centres undefined) | 0.5% | -9.0% | -2.1 | i | -5.7% | 18.4% | -27.5% | -0.3% | i
CCN(CC)c1ccc(/C=N/N2CCOCC2)c(O)c1 | 3.5% | 4.0% | 1.7 | i | -5.3% | 0.3% | 31.5% | -2.3% | i
COc1cccc(C(=O)NC23CC4CC(CC(C4)C2)C3)c1 | 2.8% | ? | 2.2 | ? | 10.2% | 3.5% | -4.9% | -5.0% | i
O=C(O)c1ccccc1C(=O)NCc1ccc2c(c1)OCO2 | -0.1% | -10.3% | -3.5 | i | 13.5% | -16.2% | -4.2% | 2.2% | nt
CC(=O)OC1C([N+]2(C)CCCCC2)C[C@H]2C3CC[C@H]4C[C@H](OC(C)=O)C([N+]5(C)CCCCC5)CC4(C)[C@H]3CCC12C (some centres undefined) | 0.3% | -2.4% | -1.6 | i | -7.4% | -3.2% | -1.8% | nt | i

Continuation.
SMILES | Nrf2 ARE act | Nrf2 inh | CCT chaperon mod | S2 tox | A549 tox | TGFb inhibitor | HepG2 viability | MmCpn inh | Akt phos inh
O=C(N/N=C/c1ccc(OC(F)F)cc1OC(F)F)c1ccc(Br)cc1 | 3.5% | 15.7% | -4.8 | i | 0.7% | -6.4% | 0.8% | 0.5% | i
O=C(Nc1nccs1)[C@@H]1CCCN1S(=O)(=O)c1ccc(Cl)cc1 | -0.4% | 8.4% | -5.0 | ? | 2.2% | -0.7% | 20.0% | 0.3% | i
COc1ccccc1CNC(=O)c1sccc1-c1ccccc1 | 4.0% | 26.5% | -0.8 | i | 1.0% | 5.3% | 0.4% | -3.5% | i
Clc1ccc(OCc2nn3c(-c4ccco4)nnc3s2)cc1 | 2.2% | ? | -1.7 | i | 1.4% | -1.1% | -10.6% | -0.8% | i
CC(C(=O)NCc1ccccn1)c1ccc([N+](=O)[O-])cc1 (centres undefined) | -0.7% | -3.9% | -1.6 | i | 1.4% | 10.8% | 16.9% | 0.1% | i
Cc1ccc(OCCCC(=O)Nc2ccc(Cl)c(S(=O)(=O)N3CCOCC3)c2)cc1 | 3.3% | ? | -0.8 | i | -13.0% | 8.91µM* | -26.7% | -0.3% | i
CCC(=O)O[C@]1(C(=O)CCl)[C@@H](C)C[C@H]2[C@@H]3CCC4=CC(=O)C=C[C@]4(C)[C@@]3(F)[C@@H](O)C[C@@]21C | -0.5% | nt | 1.4 | i | -7.2% | 13.4% | -1.5% | -9.8% | i
COc1ccccc1Cc1c(-c2ccc(Cl)cc2)nc2c(Cl)cc(C(F)(F)F)cn12 | 0.6% | nt | -1.1 | i | nt | nt | nt | nt | i
CCCC12CN3CC(CCC)(CN(C1)C3c1c(C)[nH]c(=O)[nH]c1=O)C2=O (centres undefined) | 4.6% | 9.8% | nt | i | 6.5% | -2.9% | -5.5% | nt | nt
Cc1nnc(SCC(=O)Nc2sc3c(c2C(N)=O)CCCC3)[nH]c1=O | -0.4% | -5.7% | -0.2 | i | 0.5% | -9.1% | -5.5% | 3.9% | i
CCCn1c(SCC(=O)c2ccc3c(c2)OCCO3)nnc1-c1ccco1 | -0.7% | 2.5% | -0.3 | i | -1.5% | 3.8% | -18.1% | -1.2% | i
O=C(Nc1ccccc1C(=O)NCCCN1CCOCC1)c1ccc(Cl)cc1 | 0.0% | 8.3% | 1.6 | i | -0.7% | 8.6% | 11.3% | -4.9% | i
O=C(Nc1ccc(S(=O)(=O)NC2=NCCCCC2)cc1)c1ccc(Cl)cc1Cl | -0.5% | 16.4µM* | 1.9 | ? | -9.7% | -17.6% | -26.6% | 1.1% | i
CC1CCCN(C(=O)C2CCN(CC(C)c3ccccc3)CC2)C1 (centres undefined) | -1.6% | 3.5% | -2.6 | i | -2.0% | -9.8% | -30.6% | -3.4% | i
COc1ccc(OC)c(/C=C2\Oc3cc(OCC(=O)N4CC(O)C[C@H]4C(=O)O)ccc3C2=O)c1 (some centres undefined) | 0.1% | 0.7% | -1.1 | nt | -10.1% | -0.6% | 0.8% | -14.0% | i
COC(=O)[C@H]1[C@H](c2ccccc2)[C@H](C(=O)OC)O[C@H]1c1ccccc1 | 0.2% | 0.5% | -3.4 | i | 5.4% | 0.0% | -51.5% | nt | i
CCOc1ccc(N(CC(=O)N2CCC(Cc3ccccc3)CC2)S(C)(=O)=O)cc1 | 0.3% | 25.9µM* | 1.9 | i | -7.1% | -18.2% | -13.3% | 0.4% | i
O=C(CCC(=O)c1cccs1)NCc1ccccc1 | -0.4% | 18.5% | -0.6 | i | 20.2% | 5.4% | 7.6% | 1.1% | i
O=C(/C=C/c1cc(Br)ccc1F)OCC(=O)N1CCCC1 | 11.2µM* | -0.4% | -0.4 | i | -0.9% | 0.7% | 8.3% | 3.7% | i
O=C(Nc1ccccc1Br)c1ccc(N2CCCC2=O)cc1 | 0.4% | 3.2% | -4.5 | i | -10.7% | 0.0% | -10.2% | -0.9% | i
NS(=O)(=O)c1ccc(CCN2C(=O)CCC2=O)cc1 | 0.2% | 8.9% | 1.0 | i | 1.6% | 52.0%[activator] | 10.8% | 1.2% | i
COc1ccc(NC(=S)Nc2ccc3nc(C)c(C)nc3c2)cc1 | 2.5% | -10.0% | -0.2 | i | -3.6% | 0.1% | 1.7% | -1.8% | i
COc1ccc(NC(=O)N2CCCC2C(=O)NCC2CCCCC2)cc1 (centres undefined) | 0.2% | 3.5% | -0.5 | ? | -10.5% | 6.3% | 9.9% | 1.1% | i
O=C(N/N=C/c1ccc(Cl)cc1)c1cc2c(s1)-c1ccccc1CC2 | 3.7% | nt | 1.2 | i | -13.6% | -6.6% | -1.0% | -0.8% | i
CCn1cc(C(=O)O)c(=O)c2cc(F)c(N3CCN(C(=S)Nc4ccc(OC)cc4)CC3)cc21 | 0.4% | -14.9% | -1.3 | i | 1.0% | -0.3% | -12.6% | 3.3% | i
